RGS8-Gao reg – modulates binding of RGS8 to human Galphao | P09471 | multiplexed bead flow cytometry; actives lie on both sides | response (percent of control binding), % at 10 µM | 0.34% of 220,000 active | AID 1423; in the data active means response below about 60% or above about 140%; inactive means in between;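 further: Galphao activated as the GDP aluminium fluoride complex binding bead-coupled RGS8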
Target sequence (P09471 whole entry, looked up): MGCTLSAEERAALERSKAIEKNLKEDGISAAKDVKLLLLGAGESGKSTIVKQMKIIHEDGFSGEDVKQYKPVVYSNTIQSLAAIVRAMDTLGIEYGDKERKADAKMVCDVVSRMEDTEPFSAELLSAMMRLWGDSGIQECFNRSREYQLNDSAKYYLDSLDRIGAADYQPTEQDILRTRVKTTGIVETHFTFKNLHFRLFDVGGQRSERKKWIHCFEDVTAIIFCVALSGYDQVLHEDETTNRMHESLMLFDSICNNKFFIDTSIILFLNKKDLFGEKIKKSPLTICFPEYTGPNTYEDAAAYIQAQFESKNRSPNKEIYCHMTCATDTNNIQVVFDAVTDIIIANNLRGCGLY
Bim-Bcl-XL – human Bim-Bcl-XL interaction inhibition; Q07817; Bim peptide-Bcl-XL binding, bead flow cytometry, fluorescence; inhibition, % at 10 µM; 0.04% of 190,000 active; AID 1007
Bim-Bcl-W – disrupts Bim peptide binding to human Bcl-W | Q92843 | bead-based flow cytometry | inhibition, % at 10 µM | 0.02% of 190,000 active;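 further: 0% = bound tracer without compound and 100% = peptide blocker; higher means less fluorescent Bim peptide bound to Bcl-W beads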
Target sequence (Q92843 whole entry, looked up): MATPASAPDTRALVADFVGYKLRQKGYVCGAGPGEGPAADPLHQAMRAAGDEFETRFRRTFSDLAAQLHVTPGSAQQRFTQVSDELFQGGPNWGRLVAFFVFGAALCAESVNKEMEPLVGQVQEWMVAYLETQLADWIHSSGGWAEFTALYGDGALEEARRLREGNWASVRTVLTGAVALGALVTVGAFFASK
Bfl-1 Bim block – human Bim-Bfl-1 interaction inhibition; 0.12% of 190,000 active; Bead-based flow cytometry, Bim-Bfl-1 binding inhibition; inhibition, % at 10 µM; AID 1008;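 further: 0% = wells without compound plus tracer and 100% = blocker peptide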
Bim-Bcl-2 – disrupts Bim peptide binding to human Bcl-2 | inhibition, % at 10 µM | P10415 | Bead-based flow cytometry, Bim peptide-Bcl-2 binding | 0.06% of 190,000 active; in the data active means inhibition above about 40%; inconclusive means no clear call, values can overlap the other calls;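 further: 0% = no compound wells with probe peptide and 100% = reference peptide inhibitor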
ABCG2 block – blocks JC-1 efflux by human ABCG2 transporter; Q9UNQ0; IgMXP3 cells, flow cytometry; inhibition, % at 6.6 µM; 0.1% of 190,000 active;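 active means inhibition above 80%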;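 further: 0% = DMSO and 100% = nicardipine control wells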
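Test system: ABCG2 IgMXP3 and barcoded ABCB1 CCRF-Adr cell mix; Schedule: cells with compound and JC-1, 10 min at 25 °C, rotating, no wash; Technique: flow cytometry of retained JC-1 fluorescence; Measure: % inhibition of efflux relative to nicardipine and DMSO; Controls: nicardipine high and DMSO low controls.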
RGS4-Gao reg – human RGS4-Galphao interaction regulation. AID 1415. binding response (% of control), % at 10 µM. P09471. 0.33% of 220,000 active. Multiplexed bead flow cytometry, RGS4-Galphao binding; actives lie on both sides; in the data active means binding response below about 49% or above about 150%; inactive means in between;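 further: fluorescent Galphao activated with aluminum fluoride binding bead-coupled RGS4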
GSH bead fluor – compound fluoresces at 488/530 nm on GSH beads | GSH beads flow cytometry, compound fluorescence 488/530 nm; stronger effect = higher value | 0.25% of 190,000 active | fluorescence (KMESF) at 10 µM; in the data active means fluorescence above about 89;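 further: glutathione beads carrying GST-tagged Bcl family fusion proteins plus one bare bead set; values are compound well signal with DMSO vehicle wells as background; inactives centre near 16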
RGS7-Gao – modulates binding of RGS7 to human Galphao; P09471; Multiplexed bead flow cytometry; actives lie on both sides; binding response (% of control), % at 10 µM; 0.35% of 220,000 active; AID 1439; in the data active means binding response below about 49% or above about 150%; inconclusive means no clear call, values can overlap the other calls; inactive means in between;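 further: fluorescent Galphao held in activated GDP-AlF4 state binding bead-coupled RGS7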
Bim-Bcl-B – disrupts Bim peptide binding to human Bcl-B. Q9HD36. bead-based flow cytometry. inhibition, % at 10 µM. 0.073% of 190,000 active;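 further: 0% = tracer peptide without compound and 100% = reference inhibitor peptide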
Target sequence (Q9HD36 whole entry, looked up): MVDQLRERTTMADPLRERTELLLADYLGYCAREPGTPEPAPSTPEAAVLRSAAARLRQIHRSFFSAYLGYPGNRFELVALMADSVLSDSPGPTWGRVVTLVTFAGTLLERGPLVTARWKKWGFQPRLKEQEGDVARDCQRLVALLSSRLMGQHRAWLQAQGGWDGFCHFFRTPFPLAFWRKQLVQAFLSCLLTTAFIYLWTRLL
ABCB1 inh – human ABCB1 inhibition, ABCG2 as counter-screen | P08183 | CCRF-Adr cells, JC-1 efflux, flow cytometry | inhibition, % at 6.6 µM | 0.067% of 190,000 active; in the data active means inhibition above about 40%;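 further: 0% = vehicle and 100% = reference inhibitor; higher value means more JC-1 retained so stronger ABCB1 efflux block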
* = called active by the depositor; ? = inconclusive. Unless noted, no stated cut-off is given here; in the data, active means inhibition above about 40%.

#	Molecule	RGS8-Gao reg	Bim-Bcl-XL	Bim-Bcl-W	Bfl-1 Bim block	Bim-Bcl-2	ABCG2 block	RGS4-Gao reg	GSH bead fluor	RGS7-Gao	Bim-Bcl-B	ABCB1 inh
1	CC1C(=O)N(c2ccc(S(=O)(=O)N(C)C)cc2)C1(/C=C/c1ccccc1)C(=O)NC1CCCC1 (stereo not drawn)	102	0	0	0	-2	-1	96	10	98	-1	-0.5
2	COc1ccccc1-c1nc(-c2ccccn2)no1	102	-2	1	-11	-11	2	97	24	96	-5	0.3
3	O=S(=O)(c1ccccc1)N1CCSC1c1ccco1 (stereo not drawn)	99	-3	-1	-6	-6	1	97	24	89	-6	0.2
4	c1ccc2c(c1)ccc1nnc(-c3ccc4c(c3)OCO4)n12	101	-4	-1	-2	-1	1	99	16	102	-2	0.2
5	CN(C)S(=O)(=O)c1ccc2c(c1)C(CC(=O)O)NC2=O (stereo not drawn)	99	-2	2	-8	-5	1	99	24	101	-7	0.5
6	Cc1cc(Cl)ccc1NC(=S)NCCCO	98	-2	-2	6	-2	2	96	10	101	-2	0.4
7	O=C(CCC(=O)N1CCN(S(=O)(=O)c2ccc(Cl)cc2)CC1)Nc1ccc(Cl)cc1Cl	75	-4	-3	0	-4	10	88	11	90	-5	2.7
8	CC(=NCc1cccnc1)C1=C(O)c2ccccc2C1=O	99	-2	-1	-2	0	2	100	7	101	0	0.6
9	COc1ccc(NC(=O)CCN2C(=O)c3ccc([N+](=O)[O-])cc3C2=O)c(OC)c1	92	-4	-1	-1	-2	-9	92	6	97	-4	-1.4
10	Cc1cccc(NC2=C(Cl)C(=O)OC2NC(=O)c2ccccc2)c1 (stereo not drawn)	103	0	1	-13	-7	0	102	8	102	-3	0.0
11	CCS(=O)(=O)c1nc(NC(C)=O)n[nH]1	93	1	2	1	-1	1	97	30	96	0	0.2
12	O=C(Nc1ccc(N2CCOCC2)cc1)c1cccnc1	107	-6	-4	-6	-2	-5	101	26	104	-6	1.7
13	CC(=O)c1cc(-c2ccc(F)cc2)n(CC(=O)NCc2cccs2)c1C	99	5	3	-12	-8	2	98	34	91	-8	0.4
14	CCc1ccc(C(=O)NC(CCSC)C(=O)O)cc1 (stereo not drawn)	103	0	0	0	2	-2	103	6	103	-1	0.1
15	O=C(N/N=C/c1ccc(-c2cccc(C(F)(F)F)c2)o1)c1ccccc1Br	101	0	0	-4	-3	8	103	30	101	-1	0.3
16	CCCCCn1c(CNC(=O)c2cccs2)nc2ccccc21	104	-5	-2	0	-3	5	104	17	105	-4	1.1
17	Cc1ccc(C(=O)NNC(=O)C2CCN(c3nccc(C)n3)CC2)cc1	98	-1	0	0	-1	1	98	30	100	-1	0.1
18	Cc1ccc(/C=C/C(=O)OCc2nc(N)nc(Nc3ccccc3C)n2)o1	103	-3	-4	-2	-3	0	101	16	100	-16	-0.2
19	CN(CC(=O)NCCCN1CCOCC1)S(=O)(=O)c1ccc(Br)cc1	102	-13	-3	-9	-9	-16	99	24	100	-8	-1.3
20	CC(=O)n1c2ccccc2c2c1c1ccccc1n2C	100	-5	3	-8	-5	16	104	42	101	-6	0.0
21	O=C(/C=C/c1ccc(S(=O)(=O)N2CCOCC2)cc1)NCCCn1ccnc1	101	-5	-2	-1	0	5	99	10	86	-5	0.8
22	CCOC(=O)C1(Cc2cccc(F)c2)CCN(C(=O)C2CCOCC2)CC1	103	5	3	4	-1	0	100	10	96	4	-0.3
23	O=C(Cc1cccs1)N/N=C/c1ccc(OCc2ccccc2)cc1	102	-4	-3	-8	-4	4	103	17	103	-4	0.0
24	C1=C(c2ccccc2)Nc2ccccc2N=C1c1ccccc1	98	-6	-6	-2	-6	0	96	7	92	-11	0.1
25	O=C(Cc1ccccc1)Nc1cccc(-c2nc3ncccc3o2)c1	102	-4	-5	-1	0	0	99	28	95	-1	-0.2

Reformatted with two lines to a compound: entries from further up.
Order of values: RGS8-Gao reg | Bim-Bcl-XL | Bim-Bcl-W | Bfl-1 Bim block | Bim-Bcl-2 | ABCG2 block | RGS4-Gao reg | GSH bead fluor | RGS7-Gao | Bim-Bcl-B | ABCB1 inh
(16) CCCCCn1c(CNC(=O)c2cccs2)nc2ccccc21
→ 104 | -5 | -2 | 0 | -3 | 5 | 104 | 17 | 105 | -4 | 1.1
(17) Cc1ccc(C(=O)NNC(=O)C2CCN(c3nccc(C)n3)CC2)cc1
→ 98 | -1 | 0 | 0 | -1 | 1 | 98 | 30 | 100 | -1 | 0.1
(18) Cc1ccc(/C=C/C(=O)OCc2nc(N)nc(Nc3ccccc3C)n2)o1
→ 103 | -3 | -4 | -2 | -3 | 0 | 101 | 16 | 100 | -16 | -0.2
(19) CN(CC(=O)NCCCN1CCOCC1)S(=O)(=O)c1ccc(Br)cc1
→ 102 | -13 | -3 | -9 | -9 | -16 | 99 | 24 | 100 | -8 | -1.3
(20) CC(=O)n1c2ccccc2c2c1c1ccccc1n2C
→ 100 | -5 | 3 | -8 | -5 | 16 | 104 | 42 | 101 | -6 | 0.0
(21) O=C(/C=C/c1ccc(S(=O)(=O)N2CCOCC2)cc1)NCCCn1ccnc1
→ 101 | -5 | -2 | -1 | 0 | 5 | 99 | 10 | 86 | -5 | 0.8
(22) CCOC(=O)C1(Cc2cccc(F)c2)CCN(C(=O)C2CCOCC2)CC1
→ 103 | 5 | 3 | 4 | -1 | 0 | 100 | 10 | 96 | 4 | -0.3
(23) O=C(Cc1cccs1)N/N=C/c1ccc(OCc2ccccc2)cc1
→ 102 | -4 | -3 | -8 | -4 | 4 | 103 | 17 | 103 | -4 | 0.0
(24) C1=C(c2ccccc2)Nc2ccccc2N=C1c1ccccc1
→ 98 | -6 | -6 | -2 | -6 | 0 | 96 | 7 | 92 | -11 | 0.1
(25) O=C(Cc1ccccc1)Nc1cccc(-c2nc3ncccc3o2)c1
→ 102 | -4 | -5 | -1 | 0 | 0 | 99 | 28 | 95 | -1 | -0.2

More compounds:
#	Molecule	RGS8-Gao reg	Bim-Bcl-XL	Bim-Bcl-W	Bfl-1 Bim block	Bim-Bcl-2	ABCG2 block	RGS4-Gao reg	GSH bead fluor	RGS7-Gao	Bim-Bcl-B	ABCB1 inh
26	Cc1ccc(OCC(=O)N(c2ccccn2)C2CCCCC2)c(C)c1	86	0	0	0	4	2	94	5	95	-3	1.4
27	N#C/C(=C\c1cc([N+](=O)[O-])c(N2CCOCC2)cc1N1CCOCC1)c1nc2ccccc2[nH]1	96	3	0	-2	-5	7	91	54	91	-2	2.5
28	NC(=O)c1nn(-c2ccccc2)nc1NC(=O)CN1CCCCC1	98	-5	-2	-1	0	3	98	14	96	-6	0.4
29	CCOc1cc(/C=C2/SC(=S)N(CC3CCCO3)C2=O)ccc1O (stereo not drawn)	97	0	3	-2	0	11	93	11	90	-7	0.2
30	Cc1cccc(C(=O)Oc2ccccc2-c2nnco2)c1	100	-3	0	-14	-9	4	102	36	98	-7	0.6
31	CCn1c(=O)n(CC(=O)NCc2ccco2)c(=O)c2ccccc21	95	-8	0	-6	-7	1	94	40	91	-6	0.5
32	CCn1c(COc2ccc3c(c2)CCCC3)nnc1SCC(=O)Nc1ccc(C(=O)OC)cc1	103	-5	-15	-2	-7	12	102	11	102	-4	0.4
33	CCOc1ccc(C(=O)N[C@H](C(=O)Nc2cccc(S(=O)(=O)N3CCCCC3)c2)C(C)C)cc1	80	4	0	2	1	4	90	7	88	1	8.0
34	Cc1ccc(S(=O)(=O)N(C)C)cc1NC(=O)COC(=O)c1n[nH]c(=O)c2ccccc12	102	-1	-4	-7	-3	23	102	13	?	-4	0.5
35	N#C/C(Cn1c[n+](NC(=O)Nc2ccccc2)cn1)=N/O	100	-3	4	-11	-3	0	103	27	106	-4	0.1
36	N#CCCn1cc(/C=N/O)c(-c2ccc(F)cc2)n1	101	-5	-4	-21	-11	1	98	24	101	-9	0.0
37	COc1ccc(-n2nc(N)c3c(=O)oc(N(C)C)nc32)cc1	98	-4	3	-8	-11	5	92	13	100	-8	0.6
38	COc1ccc(C(=O)O)cc1NS(=O)(=O)c1cccc2nsnc12	101	1	1	-13	-9	-1	102	33	99	-9	0.5
39	O=c1cc(-c2cccs2)oc2ccc(Cl)cc12	103	-8	0	-16	-7	58	102	34	101	-13	1.8
40	CCCN1CCC(NC(=O)Nc2ccc(Br)cc2)CC1	96	-1	1	-3	-5	8	94	21	95	-7	0.2
41	O=C(N/N=C/C(Br)=C\c1ccccc1)c1ccc2nc[nH]c2c1	95	-1	2	-4	-1	-4	100	15	96	1	-0.9
42	Cc1cc(CNC(=O)c2cccc([N+](=O)[O-])c2C)c2ccccc2n1	95	0	0	-4	-3	1	97	9	89	-1	0.4
43	Cc1cc(NC(=O)c2cc(C)on2)n(-c2ccccc2)n1	101	-6	-2	0	0	6	104	24	101	-4	2.0
44	COc1ccc(C/C(C)=N/NC(=O)c2ccc(C)cc2C)cc1	93	0	-2	-1	-4	1	89	23	86	-2	0.1
45	CCc1ccccc1Nc1nc(N)nc(CSCC(=O)Nc2ccc(C)c(C)c2)n1	99	-4	1	0	-3	49	101	7	101	0	4.3
46	COc1ccc(CC(=O)Nc2ccc(-c3noc(-c4ccccc4OC)n3)cc2)cc1	91	1	-7	-3	-6	-1	99	59	97	-5	-0.3
47	Cc1cc(C)c(NC(=S)N(Cc2cccnc2)Cc2ccco2)c(C)c1	103	-4	-4	-1	1	18	104	21	105	-5	2.3
48	C/C(=N\n1cnnc1)c1ccc(C#N)cc1	101	0	0	-6	-1	0	100	14	104	0	0.0
